# Source: PubChem BioAssay (several laboratories)
# Avidin fluor: avidin bead compound fluorescence profile | hit rate 0.38% among 220,000 | Avidin beads, compound fluorescence 488/530 nm, flow cytometry; active compounds read high | fluorescence (KMESF) at 10 µM; in the data active = fluorescence above about 47; note: inactives centre near 10
# Mcl1 Bid PPI: Mcl-1/Bid interaction inhibition | Q07820 | TR-FRET Mcl-1/Bid-Dy647 peptide binding, 1536-well | inhibition, % at 21.7 µM | hit rate 0.97% among 220,000;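 active = compounds that cut the binding signal by more than half at the single screening dose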;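 note: His-tagged Mcl-1 with europium anti-His antibody binding Bid BH3 peptide; 0% = Mcl-1 plus peptide wells and 100% = peptide-only wells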
# Target sequence (Q07820 whole entry, looked up): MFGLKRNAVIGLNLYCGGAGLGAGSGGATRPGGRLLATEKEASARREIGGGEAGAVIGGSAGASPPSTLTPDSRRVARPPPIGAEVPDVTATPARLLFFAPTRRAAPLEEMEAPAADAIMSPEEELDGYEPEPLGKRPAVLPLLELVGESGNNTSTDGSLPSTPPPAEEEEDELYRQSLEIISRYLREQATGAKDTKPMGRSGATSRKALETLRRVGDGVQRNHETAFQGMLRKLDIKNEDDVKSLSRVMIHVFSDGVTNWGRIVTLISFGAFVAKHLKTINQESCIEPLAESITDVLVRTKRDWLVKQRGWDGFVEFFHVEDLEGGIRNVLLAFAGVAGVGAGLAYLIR
# Pf gamet viab: inhibitors of late stage P. falciparum gametocyte viability; P. falciparum stage V gametocytes, ATP luminescence, 24 h; hit rate 0.065% among 150,000; inhibition, % at 10.9 µM;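 active = inhibition above the mean plus 3 SD of compounds within the control limits, set per campaign, cut at about 38% in these data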;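 note: 0% = DMSO wells and 100% = medium only without gametocytes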
# Rac1 act GTP bind: alters GTP binding to activated mutant human Rac1 | P63000 | GST-Rac1 activated beads, fluorescent GTP binding, flow cytometry; actives lie on both sides; 100% means binding = to untreated wells | percent activity (GTP binding), % at 10 µM | hit rate 0.11% among 190,000;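 active = GTP binding at least 20 percentage points away from the 100% baseline, in either direction, so actives lie on both sides; inconclusive = Compound likely fluorescent itself, or too few beads counted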
# Mcl1-Noxa inh: disrupts binding of human Mcl-1 to Noxa peptide | Q07820 | TR-FRET Mcl-1/Noxa peptide binding, 2 h | inhibition, % at 21.7 µM | hit rate 1.5% among 220,000 | AID 1022;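 active = compounds that cut the protein-peptide binding signal by more than 50% relative to plate controls in a single-dose test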;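 note: His-tagged Mcl-1 with rhodamine Noxa BH3 peptide and terbium anti-His antibody; 0% = Mcl-1 plus Noxa peptide wells and 100% = peptide-only wells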
# HRas wt GTP: modulators of GTP binding to human HRas wildtype. P01112. GST-Ras wt beads, Bodipy-FL-GTP binding, flow cytometry; actives lie on both sides. GTP binding activity, % at 10 µM. hit rate 0.14% among 190,000. AID 759;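 active = GTP binding activity at least 20% away from the 100% baseline, either lowered as inhibitor or raised as activator; inconclusive = flagged as likely green fluorescent, judged across all proteins in the well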;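 note: 0% = unlabeled GTP competition control and 100% = no-compound control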
# Target sequence (P01112 whole entry, looked up): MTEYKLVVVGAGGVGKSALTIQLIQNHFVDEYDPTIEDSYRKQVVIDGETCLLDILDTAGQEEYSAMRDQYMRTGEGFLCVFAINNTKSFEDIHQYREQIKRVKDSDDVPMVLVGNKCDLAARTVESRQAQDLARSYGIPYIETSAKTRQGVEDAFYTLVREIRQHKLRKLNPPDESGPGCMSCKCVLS
# Rab7 wt GTP bind: alters GTP binding to wildtype dog Rab7; GST-Rab7 beads, fluorescent GTP binding, flow cytometry; actives lie on both sides; untreated = 100%, excess cold GTP = 0%; hit rate 0.055% among 190,000; GTP binding activity (percent of control), % at 10 µM; AID 758;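 active = fluorescent GTP binding to Rab7 beads changed by at least 20 points from the 100% baseline, either direction, mostly lower; inconclusive = compound itself probably fluorescent, or too few beads counted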;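 note: median green fluorescence of bound Bodipy-FL-GTP per Rab7 bead population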
# Rab2 wt GTP: changes GTP binding to wildtype dog Rab2A, up or down; GST-Rab2 wt beads, Bodipy-GTP binding, flow cytometry; GTP binding activity, % at 10 µM; hit rate 0.19% among 190,000; AID 760;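 active = GTP binding activity at least 20 points away from 100%, either lowered or raised; inconclusive = signal likely due to the compound's own green fluorescence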;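 note: 0% = beads with excess unlabeled GTP and 100% = no-compound control corrected for plate trend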
# Cdc42 wt: human Cdc42 wildtype GTP binding change, either direction; hit rate 0.2% among 190,000; percent activity (GTP binding), % at 10 µM; GST-Cdc42 beads, Bodipy-GTP binding, flow cytometry; actives lie on both sides; AID 761;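 active = percent activity GTP binding at least 20 points away from the 100% baseline, either down as inhibitor or up as activator; inconclusive = compound flagged as likely green fluorescent from well-wide comparison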;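 note: median bead fluorescence of bound Bodipy-FL-GTP at 100 nM; 0% = excess unlabeled GTP control and 100% = no compound control; below 100% means less GTP binding so inhibitor and above means activator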
# Target sequence (P60953 whole entry, looked up): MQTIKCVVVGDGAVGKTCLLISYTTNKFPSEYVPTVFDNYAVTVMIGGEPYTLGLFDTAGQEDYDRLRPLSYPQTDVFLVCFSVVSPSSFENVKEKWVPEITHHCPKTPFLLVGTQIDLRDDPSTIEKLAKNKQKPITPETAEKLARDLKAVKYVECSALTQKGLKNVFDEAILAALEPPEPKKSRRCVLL
# Rac1 wt GTP bind: human Rac1 wildtype GTP binding, inhibitors and activators. GTP binding activity (% of control), % at 10 µM. AID 757. P63000. hit rate 0.27% among 190,000. GST-Rac1 beads, fluorescent GTP binding, flow cytometry; actives lie on both sides; 0 = cold GTP competed, 100 = untreated;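 active = GTP binding activity at least 20 points away from the 100% control level, either lower or higher; inconclusive = compound flagged as likely green fluorescent, judged across all proteins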
# Mcl-1 Bim block: inhibitors of Bim-Mcl-1 interaction, human. Q07820. Bead-based flow cytometry, Bim peptide-Mcl-1 binding. inhibition, % at 10 µM. hit rate 0.1% among 190,000. AID 1009; in the data active = inhibition above about 40%;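 note: 0% = no compound tracer wells and 100% = peptide blocker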
# Numbers without * were called inactive; ? = inconclusive; · = not tested or not shown.
SMILES,Avidin fluor,Mcl1 Bid PPI,Pf gamet viab,Rac1 act GTP bind,Mcl1-Noxa inh,HRas wt GTP,Rab7 wt GTP bind,Rab2 wt GTP,Cdc42 wt,Rac1 wt GTP bind,Mcl-1 Bim block
Cc1cc(=O)[nH]c(SCc2nc3ccccc3n2Cc2ccccc2)n1,19,-21,-3,94,14,100,98,102,99,98,1
COc1ccc(/C=N/c2c(-c3ccco3)nc3ccccn23)cc1OC,10,-3,-21,95,35,98,98,97,101,101,0
CCOC(=O)c1nc(NCCc2ccccc2)sc1C,25,-11,·,97,13,100,104,100,96,97,4
O=C1Nc2ccc([N+](=O)[O-])cc2OC1CCN1CCN(c2ccccc2)CC1 (configuration not stated),7,-39,·,101,15,98,105,100,99,105,-3
CC(C)=CC1C=C(C)C(C)C2C(=O)NNC(=O)C12 (configuration not stated),5,-15,·,101,-41,102,101,101,103,107,-1
COc1ccc2c(Cl)c(-c3nnc(SCC(=O)c4ccccc4)n3C)sc2c1,9,50,-28,98,7,99,99,98,99,99,4
OCCC1CN(C2CCN(c3ccccc3F)CC2)CCN1Cc1ccccc1 (configuration not stated),3,-26,-12,99,7,98,108,102,101,101,-2
CCCS(=O)(=O)N1CCN(c2ccccn2)CC1,10,-21,15,104,-14,101,97,99,103,111,0
CCO[C@@H]1OC(C(=O)O)=C[C@H](c2ccc(Br)cc2)[C@H]1CCCO,5,-8,12,96,-8,95,92,96,95,95,0
O=C(c1ccco1)N1CCN(C(=O)c2cc(-c3ccccn3)nc3ccccc23)CC1,7,·,·,99,·,99,99,99,101,99,4
Cc1ccnc(NC(=O)CC(c2ccccc2)c2ccccc2)n1,11,1,-2,94,17,98,105,99,98,97,-1
COc1ccccc1C(=O)C1CCCN(C(=O)CN2CCCCC2=O)C1 (configuration not stated),5,-16,-27,93,0,93,101,98,91,90,-2
O=C(Nc1ccc(-c2nc3ccc(NC(=O)c4cccs4)cc3[nH]2)cc1)c1cccs1,4,84*,·,?,65*,?,?,?,?,?,-11
CCC(C)NCc1ccc(C(=O)OC)o1 (configuration not stated),42,16,·,100,12,104,105,102,104,101,-1
COc1ccc(-n2nc(C(=O)NCC(=O)N3CCN(c4ccccn4)CC3)c3ccccc3c2=O)cc1OC,11,-14,10,94,9,95,95,93,97,100,0
Cc1ccc(CNC(=O)C(Cc2ccccc2)NS(=O)(=O)c2ccc(Br)s2)cc1 (configuration not stated),10,-3,-3,94,10,97,104,98,98,102,-2
Cc1sc2ncnc(SCC(=O)N3c4ccccc4Sc4ccc(Cl)cc43)c2c1C,3,-5,-11,98,-4,100,99,101,101,104,-4
O=C(Cn1cc(SCc2cccc(Cl)c2)c2ccccc21)N1CCOCC1,14,-13,·,101,1,98,96,98,99,104,-4
CCC(=O)c1ccc(N2CCN(C(=O)Cc3ccccc3)CC2)c(F)c1,11,-12,·,97,10,100,100,97,101,103,-2
CCc1ccc(-c2nc(NC(=O)c3ccc(OCC(=O)Nc4ccc(F)cc4)c(OC)c3)sc2C)cc1,12,8,·,100,0,100,98,98,102,104,-3
COc1cc2[nH]c(=O)n(CCCCCC(=O)NCCCN3CCCC3=O)c(=O)c2cc1OC,17,12,29,96,-2,96,94,96,98,98,-4
COc1cccc(-c2noc(C(C)n3nc(C)c([N+](=O)[O-])c3C)n2)c1 (configuration not stated),14,-17,·,98,2,98,97,96,99,99,-3
Cc1ccc(OC(=O)c2cccc(C(=O)Oc3ccc(C)cc3)n2)cc1,9,-39,·,99,-17,95,90,94,95,99,0
CC(Sc1nc(-c2ccccc2)nc2c1COC(C)(C)C2)C(=O)N1CCOCC1 (configuration not stated),17,-25,-17,98,13,98,95,99,96,98,-3
CCOC(=O)CSc1nc2ccccc2n2cnnc12,8,-20,·,101,10,101,99,99,104,104,6

# A second format for 3 compounds above.
SMILES | Avidin fluor | Mcl1 Bid PPI | Pf gamet viab | Rac1 act GTP bind | Mcl1-Noxa inh | HRas wt GTP | Rab7 wt GTP bind | Rab2 wt GTP | Cdc42 wt | Rac1 wt GTP bind | Mcl-1 Bim block
CCOC(=O)c1nc(NCCc2ccccc2)sc1C | 25 | -11 | · | 97 | 13 | 100 | 104 | 100 | 96 | 97 | 4
O=C1Nc2ccc([N+](=O)[O-])cc2OC1CCN1CCN(c2ccccc2)CC1 (configuration not stated) | 7 | -39 | · | 101 | 15 | 98 | 105 | 100 | 99 | 105 | -3
CC(C)=CC1C=C(C)C(C)C2C(=O)NNC(=O)C12 (configuration not stated) | 5 | -15 | · | 101 | -41 | 102 | 101 | 101 | 103 | 107 | -1

# Back to the main list with the 3 entries that preceded the break.
SMILES,Avidin fluor,Mcl1 Bid PPI,Pf gamet viab,Rac1 act GTP bind,Mcl1-Noxa inh,HRas wt GTP,Rab7 wt GTP bind,Rab2 wt GTP,Cdc42 wt,Rac1 wt GTP bind,Mcl-1 Bim block
Cc1ccc(OC(=O)c2cccc(C(=O)Oc3ccc(C)cc3)n2)cc1,9,-39,·,99,-17,95,90,94,95,99,0
CC(Sc1nc(-c2ccccc2)nc2c1COC(C)(C)C2)C(=O)N1CCOCC1 (configuration not stated),17,-25,-17,98,13,98,95,99,96,98,-3
CCOC(=O)CSc1nc2ccccc2n2cnnc12,8,-20,·,101,10,101,99,99,104,104,6
O=C(COc1ccccc1)N1CCN(S(=O)(=O)c2cccs2)CC1,12,2,·,101,7,102,101,101,108,108,0
COc1ccc(CN2CCNC(=O)C2CC(=O)N(C)Cc2ccncn2)c(OC)c1 (configuration not stated),6,-26,-25,97,-9,95,97,97,91,95,-3
O=C(C1CC1c1ccccc1)N1CCOCC1 (configuration not stated),12,-24,-1,102,-25,104,106,104,108,114,1
COc1ccccc1CNC(=O)c1ccc(NS(=O)(=O)c2c(C)noc2C)cc1,13,-22,7,98,23,102,102,100,104,110,-1
CCOc1ccc(CC(=O)OCN2C(=O)c3ccccc3C2=O)cc1,12,-1,·,100,0,100,99,101,101,98,-4
O=C(Nc1ccc2c(c1)OCO2)C1CCN(Cc2cnn(-c3ccccc3)c2-n2cccc2)CC1,3,-11,·,95,19,97,97,97,96,94,-6
O=C(O)c1cc(NC(=O)c2ccc(Cl)c([N+](=O)[O-])c2)cc(C(=O)O)c1,7,-18,-7,91,-2,93,100,96,92,97,0
CN(CC(=O)NC1CCCc2ccccc21)S(=O)(=O)c1cccs1 (configuration not stated),4,2,·,99,1,98,98,99,99,103,-2
CCN(Cc1ccccc1)S(=O)(=O)c1ccc(C(=O)Nc2nnc(C3CC3)o2)cc1,8,-38,·,96,-59,97,99,97,97,101,2
Cc1cccc(N(CC(=O)NC2CCCCC2)C(=O)c2ccc(C)s2)c1,10,-5,·,100,-17,101,98,101,100,100,1
O=C(CN1CCCCC1)Nc1ccc(NC(=O)c2ccccc2Cl)cc1Cl,4,4,10,98,22,101,99,99,101,102,0
O=C(Cn1nc(-c2ccc(Cl)cc2)ccc1=O)NCC1CCCO1 (configuration not stated),6,-4,·,97,10,99,100,98,101,104,-1
Cn1c(-c2cccc(Br)c2)n[nH]c1=O,9,-10,10,95,16,93,94,94,93,94,0
Cc1ccc(-n2c(SCC(=O)N3CCCC3)nc3c(c2=O)SCC3)cc1,12,-12,·,91,0,97,94,95,97,95,-3
CCSc1cnc(-c2ccccc2)n1CC,38,20,·,99,17,102,102,102,102,100,-2
Cn1cc(C(=O)NCCO)c(=O)c2ccccc21,10,-49,1,94,11,93,96,96,95,96,2
Cc1ccc(C)c(NC(=S)N(Cc2cccc(Br)c2)CC2CCC(C(=O)O)CC2)c1 (configuration not stated),11,-20,-3,94,1,98,107,102,96,98,-1
O=S(=O)(c1cccc(-c2cn3cccnc3n2)c1)N1CCOCC1,32,0,-17,98,31,98,99,98,99,99,0
O=[N+]([O-])c1ccc(NCCCN2CCOCC2)c(Cl)c1,11,-34,·,101,17,101,101,101,101,103,0
Cc1ccc2nc(-c3ccccc3)c(CC(=O)O)c(C(=O)O)c2c1,10,1,1,93,3,95,106,95,87,89,0
Cc1cc(C(=O)NCCCN2CCCC2=O)cs1,11,13,18,97,8,100,98,97,98,98,-2
COc1ccc(-c2[nH]ncc2CNC(C)c2cn(C)nc2C)c(F)c1 (configuration not stated),12,-4,17,98,24,99,96,99,103,100,-1
O=C(Cc1ccccc1)N1CCCC(c2nc(-c3ccc(S(=O)(=O)N4CCCC4)cc3)no2)C1 (configuration not stated),11,-18,·,105,8,104,98,102,107,111,-1
CCOC(=O)CC(NC(=O)CCc1c(C)nc2nc(C)nn2c1C)c1ccc(OC(C)C)cc1 (configuration not stated),11,-4,1,94,-13,98,97,94,97,98,3
CC(C)CCNC(=O)C1CC(c2cccc([N+](=O)[O-])c2)=NO1 (configuration not stated),34,4,-12,100,14,101,98,98,104,103,0
CCOC(=O)c1nn(-c2ccc(F)cc2)c2nc(Nc3ccccc3)cc(=O)n12,2,-11,·,101,15,100,100,99,98,104,-6
O=C(CCCSc1nc2ccccc2[nH]1)N1CCN(c2ccc([N+](=O)[O-])cc2)CC1,7,-52,·,99,2,104,101,99,102,102,1
CCN(CC(=O)NC1CCS(=O)(=O)C1)c1ccc(S(C)(=O)=O)cc1[N+](=O)[O-] (configuration not stated),36,-55,·,98,15,100,97,98,101,102,-6
CN1/C(=C\C(=O)COC(=O)CN2C(=O)C3CC=CCC3C2=O)C(C)(C)c2ccccc21 (configuration not stated),14,-41,-21,99,-5,101,101,103,103,101,-3
CCc1ccc(NC(=O)CNS(=O)(=O)c2c(C)noc2C)cc1,21,-13,0,99,-3,102,106,104,102,105,-2

# This is a random part of the collection; overall some 2.7% were active at least once.
